rTrxR1 inhibitor: rat TrxR1 inhibition; O89049; recombinant rTrxR1, NADPH fluorescence consumption, selenite substrate; Potency, µM (highest dose often 114 µM), without a hit: at the highest dose activity change, negative = inhibition, actives largely listed as inhibitors; 390,000 compounds, 1% hits; further: potency means the concentration at half of the fitted maximal effect; on the % scale 0 is the no-effect control and ±100 the full control effect; nearly all actives have a fitted effect of over 65% in size
Target sequence (O89049 whole entry, looked up): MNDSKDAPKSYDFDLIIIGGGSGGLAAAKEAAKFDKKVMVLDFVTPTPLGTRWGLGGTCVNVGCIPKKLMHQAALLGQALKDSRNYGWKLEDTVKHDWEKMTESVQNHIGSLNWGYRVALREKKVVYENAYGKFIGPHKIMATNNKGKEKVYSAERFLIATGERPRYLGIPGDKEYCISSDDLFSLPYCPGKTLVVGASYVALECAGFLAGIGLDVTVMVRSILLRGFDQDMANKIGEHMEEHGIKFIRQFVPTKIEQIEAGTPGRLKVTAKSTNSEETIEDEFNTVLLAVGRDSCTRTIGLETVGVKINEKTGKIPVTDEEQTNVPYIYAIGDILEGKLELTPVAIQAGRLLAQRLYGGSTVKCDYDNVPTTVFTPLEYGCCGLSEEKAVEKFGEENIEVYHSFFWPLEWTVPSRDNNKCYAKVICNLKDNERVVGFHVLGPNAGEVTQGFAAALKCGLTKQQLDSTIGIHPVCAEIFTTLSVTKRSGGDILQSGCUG
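Rat TrxR1 (90 nM in the dispensed reagent) was pre-reduced with 400 uM NADPH for 5 min at room temperature, then incubated with compound for 15 min. After 400 uM selenite was added, NADPH fluorescence (Ex 340/Em 450 nm) was followed for 8 min.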
Vif-APOBEC3G blk: Vif-A3G binding inhibition | HeLa A3G-eYFP + Vif (tagged APOBEC3G with the HIV-1 protein that degrades it), YFP fluorescence, overnight | Potency, µM (top dose mostly 46.1 µM), inactives show at the top dose activity, negative = active, hits mostly inhibitors | 410,000 compounds, 0.076% hits | AID 602310;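 further: potency means the concentration at half of the fitted maximal effect; on the % scale 0 is the no-effect control and ±100 the full control effect; nearly all actives have a fitted effect of over 60% in size; hits raise eYFP signal because A3G escapes Vif-driven loss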
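HeLa cells stably expressing Vif and C-terminally eYFP-tagged A3G, seeded overnight at 37 deg C, then exposed to compound by pintool overnight at 37 deg C. Rise in yellow fluorescence (Ex 488/Em 500-530, Acumen) marks blocked Vif-driven A3G degradation.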
mIDH1 inhibitor: inhibitors of human mutant IDH1 R132H; O75874; IDH1-R132H enzyme, NADPH consumption, diaphorase/resazurin fluorescence; Potency, µM (highest dose often 76.6 µM), without a hit: at the top dose activity change, negative = inhibition, hits mostly inhibitors; 390,000 compounds, 0.093% hits; AID 602179; further: potency means the concentration at half of the fitted maximal effect; on the % scale 0 is the no-effect control and ±100 the full control effect; nearly all actives have a fitted effect of over 65% in size
Target sequence (O75874 whole entry R132H, stated change not applied): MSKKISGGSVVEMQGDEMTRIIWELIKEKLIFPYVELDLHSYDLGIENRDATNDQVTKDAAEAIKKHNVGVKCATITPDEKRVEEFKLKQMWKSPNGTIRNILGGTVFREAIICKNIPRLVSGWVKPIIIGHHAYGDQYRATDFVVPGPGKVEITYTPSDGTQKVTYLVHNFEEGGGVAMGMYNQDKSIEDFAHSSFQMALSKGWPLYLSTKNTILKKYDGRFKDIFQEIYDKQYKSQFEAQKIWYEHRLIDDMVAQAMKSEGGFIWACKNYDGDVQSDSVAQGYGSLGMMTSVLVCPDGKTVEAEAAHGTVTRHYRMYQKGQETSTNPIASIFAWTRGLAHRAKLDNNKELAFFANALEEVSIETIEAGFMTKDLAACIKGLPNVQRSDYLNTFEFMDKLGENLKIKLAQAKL
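IDH1-R132H (0.5 ug/mL dispensed) in pH 7.5 Tris buffer was preincubated 30 min with compound, then given a substrate mix of 0.016 mM NADPH and 2 mM alpha-KG for 80 min at room temperature; remaining NADPH was read by diaphorase/resazurin fluorescence.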
LDHA inh: inhibitors of human lactate dehydrogenase A; AID 1347041; activity change, % (values are at about 110 or 230 µM); 480,000 compounds, 0.15% hits; purified LDHA, NADH/diaphorase-resazurin fluorescence; stronger effect = lower value; in the data active means activity change below about -30%; inconclusive means mostly about -25% to -30%;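 further: plate controls were DMSO wells for no effect and wells without enzyme for full effect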
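Enzyme activity of human lactate dehydrogenase 5 (2 nM; 0.06 mM NADH, 0.2 mM pyruvate, 5 min, RT) is measured via a resazurin/diaphorase fluorescence readout of residual NADH.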
Vif-APOBEC3F blk: blocks the Vif interaction with APOBEC3F; HeLa A3F-eYFP + Vif (tagged APOBEC3F with the HIV-1 protein that degrades it), YFP fluorescence increase; Potency, µM (titrated, usually from 46.1 µM), without a hit: at the highest dose activity, negative = active; 390,000 compounds, 0.2% hits; further: potency means the concentration at half of the fitted maximal effect; % of control where 0% means no effect; nearly all actives have a fitted effect of over 65% in size
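HeLa cells stably expressing A3F-eYFP plus Vif, plated and incubated overnight at 37 deg C, then exposed to compounds overnight at 37 deg C. Blocked degradation read as raised yellow fluorescence (Ex 488/Em 500-530).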
TrxR1 substrate: is turned over as a substrate by rat TrxR1 | O89049 | purified TrxR1 substrate turnover, NADPH consumption readout | Potency, µM (titrated, usually from 114 µM), for inactives: at the top dose activity change, negative = substrate turnover | 390,000 compounds, 0.01% hits | AID 588456; further: potency means the concentration at half of the fitted maximal effect; on the % scale 0 is the no-effect control and ±100 the full control effect; nearly all actives have a fitted effect of over 50% in size
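Rat TrxR1, dispensed at 90 nM, was prereduced with 400 uM NADPH (final) for 5 min at ~22 deg C, then incubated with compound 15 min before 400 uM selenite. A first-read NADPH fluorescence drop versus no-compound background flagged substrates.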
USP1 inh: inhibitors of human USP1/UAF1 deubiquitinase | recombinant USP1/UAF1, Ub-Rhodamine cleavage fluorescence | 390,000 compounds, 0.23% hits | Potency, µM (series often up to 57.1 µM), inactives show at the highest dose activity change, negative = inhibition, hits mostly inhibitors; further: potency means the concentration at half of the fitted maximal effect; on the % scale 0 is the no-effect control and ±100 the full control effect; nearly all actives have a fitted effect of over 60% in size; inactives centre near -12
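Step one: compound is pinned into 1nM USP1/UAF1 in HEPES pH 7.8 buffer with TCEP. Step two: 15 min room-temperature incubation. Step three: Ub-Rho (150nM final) starts cleavage, tracked by fluorescence over six one-minute reads.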
GRP78 ERSR act: inducers of ER stress response in human glioma cells; U87-MG GRP78 promoter luciferase reporter, 16 h; Potency, µM, for inactives: at the highest dose activation, hits mostly activators; 420,000 compounds, 0.02% hits; AID 602332; further: potency means the concentration at half of the fitted maximal effect; series mostly up to about 76 µM; % of control where 0% means no effect; nearly all actives have a fitted effect of over 35% in size
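Stably transfected U87-MG glioma cells carrying a GRP78-based luciferase sensor; 16 h compound incubation. Luminescence end-point read 10 min after Bright-Glo addition at room temperature.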
RGS4 inhibitor: human RGS4 inhibition | AID 504845 | Potency, µM (titrated, usually from 114 µM), without a hit: at the top dose activity change, negative = inhibition, most hits filed as inhibitors | 390,000 compounds, 0.039% hits | Transcreener GDP fluorescence polarization, RGS4-accelerated GTP hydrolysis | P49798; further: potency means the concentration at half of the fitted maximal effect; on the % scale 0 is the no-effect control and ±100 the full control effect; nearly all actives have a fitted effect of over 75% in size; some results filed as inactive show a strong effect at the top dose
Target sequence (P49798 whole entry, looked up): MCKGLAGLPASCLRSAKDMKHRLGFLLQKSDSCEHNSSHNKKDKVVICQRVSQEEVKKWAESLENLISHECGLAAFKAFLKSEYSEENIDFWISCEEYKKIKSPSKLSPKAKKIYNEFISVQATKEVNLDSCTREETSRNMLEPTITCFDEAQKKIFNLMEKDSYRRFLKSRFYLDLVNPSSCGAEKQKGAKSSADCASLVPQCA
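MLSMR compounds (23 nl, pin-transferred) preincubated 10 min at room temperature with a 500nM (2x) first reagent, then RGS4 at 900nM (2x) plus Transcreener GDP mix added; fluorescence polarization (620/688 nm) read before and after 90 min at 30 °C.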
Starred values were filed as active, the others as inactive; ? = inconclusive; . = no result given; & = joins results of further samples; [ ] = another dose, or the depositor's remark. Unless noted, the call rests on the fitted dose curve; in most records, active means well fitted curve in the direction sought with a large enough effect; inconclusive means small, poorly fitted or top-dose-only effect, or another doubt; inactive means no such curve, though single readings can be large; an effect the other way counts as inactive or inconclusive. Some of the compounds tested. The share of hits here may be higher or lower than overall.

SMILES | rTrxR1 inhibitor | Vif-APOBEC3G blk | mIDH1 inhibitor | LDHA inh | Vif-APOBEC3F blk | TrxR1 substrate | USP1 inh | GRP78 ERSR act | RGS4 inhibitor
O=C(COC(=O)[C@H](Cc1ccccc1)NC(=O)c1ccco1)NC(c1ccccc1)c1ccccc1 | 11%[57.1 µM] | 1% | -1% | -4 | -2% | 1% | -18% | -4% | 16%
NS(=O)(=O)c1ccc(NC(=O)CSc2nc3c(c(=O)[nH]2)CCCC3)cc1 | 17%[57.1 µM] | 3% | 12% | -19 | -33% | 12%[57.1 µM] | -19% | -2% | -25%
CC(=O)OCc1cc(-c2nc3ccccc3[nH]c2=O)nn1-c1ccc(Cl)cc1 | -1%[57.1 µM] | -2% | 2% | -2 | -3% | 3%[2.29 µM] | 1% | -1% | 34%
OC1CCCN(CC(O)COC(c2ccccc2)c2ccccc2)C1 (stereo not given) | 12% | -1% | 4% | -17 | -2% | -2% | -19% | -2% | -1%
CCOC(=O)c1c(C)[nH]c(C(=O)COC(=O)Cn2cc(C(F)(F)F)ccc2=O)c1C | 13% | -2% | 10% | 1 | 0% | 4% | -14% | -4% | 5%
Cc1ccc(Nc2nc(C)c3c(n2)CC(C)CC3=O)c(C)c1 (stereo not given) | 15%[57.1 µM] | -1% | -2% | -1 | -1% | -3% | 0% | -3% | -4%
COc1cc(C2C3=C(CCCC3=O)Nc3[nH]n(-c4ccccc4)c(=O)c32)ccc1OC(C)=O (stereo not given) | ? | -6% | 5% | 4 | 0% | -7%[57.1 µM] | -32% | -6% | -1%
Cc1ccc(NC(=O)N2CCN3CCCCC3C2)cc1C (stereo not given) | 21% | 0% | 0% | -8 | 1% | 2% | -17% | 0% | 2%
COc1ccccc1C(=O)Nc1ccc(S(=O)(=O)N2CCCC2)cc1 | 4% | 2% | 1% | -2 | 0% | 0% | -10% | 0% | -14%
CC1(C)CC2CC(C)(CN2C(=O)c2cc(-c3ccccc3)on2)C1 (stereo not given) | 2% | 2% | -3% | 1 | -6% | -6% | ? | -4% | 3%
O=C(NCCn1cc(SCc2ccccc2F)c2ccccc21)c1c(F)cccc1F | 3%[57.1 µM] | -5% | 12% | -6 | -1% | -1%[57.1 µM] | -31% | -4% | 15%
O=C(CNS(=O)(=O)c1cccs1)N1CCN(c2ccccc2Cl)CC1 | 18% | 0% | 12% | 2 | -5% | 3% | -18% | -1% | 14%
O=C(OCc1ccccc1)N1CCC2CC1c1cc(N3CCCCC3)ccc12 (stereo not given) | 9% | -1% | 2% | -4 | 4% | -4% | ? | 4% | 21%
Cc1ccc(-c2cc(C(=O)N3CCN(S(=O)(=O)c4ccc(Br)s4)CC3)[nH]n2)cc1C | 19% | -4% | -1% | -17 | -2% | 3% | -17% | -2% | ?
CCn1cc(CN(C)C(=O)/C=C/c2ccc([N+](=O)[O-])cc2)c(C)n1 | -2% | 2% | 3% | -7 | 4% | -12% | -3% | -5% | -11%
COCC(=O)NC1CCN(CC(=O)Nc2ccccc2[N+](=O)[O-])CC1 | 7%[57.1 µM] | -1% | 3% | -6 | -3% | 9% | ? | 1% | 0%
O=C(CCN1C(=O)c2ccccc2C1=O)NCCN1CCOCC1 | 18%[57.1 µM] | 3% | 6% | -3 | -4% | 5%[57.1 µM] | -1% | -3% | 32%
CCCCc1cc(C(=O)Cc2ccccn2)c(O)cc1O | 2% | -10% | 11% | 3 | -12% | 5% | -12% | -1% | -42%
CCOc1ccc(C(=O)Nc2c(C)nc(Nc3ccccc3)nc2Nc2ccccc2)cc1OCC | 2% | -30% | -9% | -4&-1 | ? | 1% | ? | -2% | -19%
C=CC[C@@H](CC(=O)NCCO)C(=O)N[C@H](COC(=O)[C@@H](CC=C)Cc1ccc(F)cc1)Cc1c[nH]c2ccccc12 | 5% | -3% | -7% | -5 | -4% | 15% | ? | 0% | -13%
COc1ccc(C2C(C(=O)O)CC(=O)N2C2CCCCC2)cc1 (stereo not given) | 27% | 0% | -1% | -5 | -8% | 8% | -1% | -5% | 13%
Cn1cnc2ncnc(Oc3ccc(Br)cc3)c21 | 10%[57.1 µM] | 1% | -10% | -3 | 3% | 9% | -7% | -3% | -20%
CCOc1ccc(C(=O)N2CC(=O)Nc3ccc(C)cc3C2c2ccc(F)cc2)cc1OCC (stereo not given) | 12% | -1% | ? | 4 | -6% | -4% | 0% | -4% | -6%
COc1cc(N(C)C)ccc1/C=C1\C=Cc2ccccc21 | -13% | 1% | . | 4 | . | -8% | . | 1% | .
CCOC(=O)N1CCC(N2Cc3cccc(C(=O)NCc4ccc(C)cc4)c3C2=O)CC1 | 4%[57.1 µM] | -2% | 1% | -5 | 0% | 8%[57.1 µM] | -20% | -2% | 14%

Looked up by compound from the entries so far, 3 records:
SMILES | rTrxR1 inhibitor | Vif-APOBEC3G blk | mIDH1 inhibitor | LDHA inh | Vif-APOBEC3F blk | TrxR1 substrate | USP1 inh | GRP78 ERSR act | RGS4 inhibitor
CCOc1ccc(C(=O)Nc2c(C)nc(Nc3ccccc3)nc2Nc2ccccc2)cc1OCC | 2% | -30% | -9% | -4&-1 | ? | 1% | ? | -2% | -19%
COc1cc(N(C)C)ccc1/C=C1\C=Cc2ccccc21 | -13% | 1% | . | 4 | . | -8% | . | 1% | .
NS(=O)(=O)c1ccc(NC(=O)CSc2nc3c(c(=O)[nH]2)CCCC3)cc1 | 17%[57.1 µM] | 3% | 12% | -19 | -33% | 12%[57.1 µM] | -19% | -2% | -25%

(further entries)
SMILES | rTrxR1 inhibitor | Vif-APOBEC3G blk | mIDH1 inhibitor | LDHA inh | Vif-APOBEC3F blk | TrxR1 substrate | USP1 inh | GRP78 ERSR act | RGS4 inhibitor
CCC(=O)N(Cc1cc2cc(C)c(C)cc2[nH]c1=O)C1CCCCC1 | 15%[57.1 µM] | -6% | 4% | -5 | 2% | 5%[57.1 µM] | -17% | 2% | 19%
COC(=O)c1ccc2nc(NC(=O)C(C)(C)C)sc2c1 | 6%[57.1 µM] | -3% | 20% | 7 | -6% | 4%[57.1 µM] | -14% | -15% | -4%
Cc1ccc(S(=O)(=O)N2CCOCC2)cc1NC(=O)COc1cccc(-n2cnnn2)c1 | -12% | 0% | 1% | -3 | 3% | -12% | -19% | -4% | -20%
Cc1ccc(-c2cc(N)n(Cc3cccc(Cl)c3)n2)cc1 | 3% | -1% | 51%[activator] | -4 | 0% | -10% | -3% | -1% | 5%
Cc1ccc(C(=O)Nc2ccc3[nH]c(=O)c(=O)[nH]c3c2)cc1 | 1% | 0% | -4% | -3 | 1% | -2% | -5% | -1% | 0%
CCCOc1ccc2c(c1)C(=NN=C(N)N)c1cc(OCCC)ccc1-2 | 6%[57.1 µM] | -1% | 6% | -2 | 1% | -5%[57.1 µM] | -9% | -14% | -4%
C/C(=N\NC(=O)c1ccccc1O)c1cccs1 | -4%[57.1 µM] | 2% | 3% | 5 | 1% | -5%[57.1 µM] | 0% | -15% | -15%
COc1ccc(-c2sc3cc4c(cc3c2C#Cc2ccc(N)cc2)OCO4)cc1 | -36% | -26% | -11% | -8 | -4% | 42%[activator] | -10% | 5% | -7%
CCn1c(C(=O)N2CCC(C(=O)N3CCN(c4cccc(C)c4C)CC3)CC2)cc2sccc21 | 11% | 1% | -10% | -3 | -6% | -2% | -10% | -5% | 1%
CC(C)N1C(=O)CCC1C(=O)NCc1ccco1 (stereo not given) | 5% | 5% | -4% | -2 | 6% | 6%[57.1 µM] | -12% | 3% | -23%
O=[N+]([O-])c1ccc(S(=O)(=O)N2CCn3cccc3C2c2ccccc2F)cc1 (stereo not given) | -10%[57.1 µM] | 1% | 14% | 2 | 1% | -1%[57.1 µM] | -19% | 0% | -41%
CC(C)CC(=O)NCCNC(=O)c1cc(OCC(F)(F)F)ccc1OCC(F)(F)F | 2% | -6% | 2% | -2 | -6% | -2% | -2% | -4% | 4%
COC(=O)C1CSC(c2ccc(Cl)cc2)N1C(=O)c1ccccc1 (stereo not given) | 13% | -5% | 17% | 2 | 0% | -3% | -27% | 0% | -5%
O=C(NCc1ccccc1)c1cccc(Br)n1 | 7% | -4% | -20% | -12 | -2% | 5% | -7% | -1%&1% | -17%
COc1ccc(OCc2nnc(SCC(=O)Nc3cccc(Cl)c3)o2)cc1 | 28% | -1% | -2% | -10 | 0% | 4% | -18% | 7% | 23%
COc1ccc(C2=[N+](C)CCn3cccc32)c(OC)c1 | -25% | 1% | 14% | -19 | -3% | -22% | -6% | -3% | -31%
CCOc1ccccc1CNC(=O)c1ccc2c(c1)sc1nc(-c3ccccc3)cn12 | 16% | -5% | -18% | -2 | 1% | -1% | 10% | 2% | 17%
CCOc1ccc(-c2cc(C(=O)NCCc3ccccc3)c3c(-c4ccc(C)cc4)[nH]nc3n2)cc1 | 22%[57.1 µM] | 2% | 11% | -2 | 2% | 12%[57.1 µM] | -21% | 5% | -30%
O=C(CSCc1ccc(Cl)cc1)N1CCOCC1 | 4% | -1% | 4% | -3 | 3% | -2% | -17% | 1% | 15%
COc1ccc(-c2nsc(NC(=O)c3oc4ccc(Cl)cc4c3C)n2)cc1 | 19% | 4% | 28% | -10 | 1% | -3% | -25% | -4% | 10%
O=c1nc(-c2ccccc2)nc(-c2ccccc2)[nH]1 | 18%[11.4 µM] | 0% | 25% | -9 | 4% | 4%[11.4 µM] | ? | -1% | -1%
